# Screening results as filed in PubChem.
# FAS-TE inh: inhibitors of human fatty acid synthase thioesterase domain. P49327. actives 0.67% (n = 360,000). inhibition, % at 15 µM. recombinant FAS-TE, OMFH fluorogenic substrate, fluorescence endpoint;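 active means compounds whose normalised, plate-corrected inhibition of enzyme fluorescence in the single-dose primary screen is 50% or more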;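 further: 0% = DMSO with enzyme and 100% = substrate without enzyme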
# Rpn11 inh: blocks the human proteasome subunit Rpn11. O00487. calls only at 20 µM. AID 588493. human 26S proteasome, Ub4-pepOG fluorescence polarization; 20S core pre-blocked with epoxomicin. actives 0.59% (n = 360,000);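 active means inhibition at 20 µM, scaled to each plate's controls, above about 33%, limit read from the data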
# PABP1 MLLE inh: blocks PAM2 peptide binding to the PABP1 MLLE domain | GST-MLLE / FITC-PAM2 fluorescence polarization | inhibition, % at 20 µM | actives 0.36% (n = 360,000) | AID 588489; in the data active means inhibition above about 35%, passing the limit was not always enough;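 further: plate controls were DMSO wells with GST-MLLE for no effect and wells lacking GST-MLLE protein for full effect; some results filed as inactive read as strong as hits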
# MT1-MMP act inh: blocks activation of human MT1-MMP | AID 651647 | HT1080 RFP-PRO-GFP cells, GFP/RFP ratio fluorescence, overnight; percent of plate control window, DMSO zero | GFP/RFP ratio change, % at 20 µM | P50281 | actives 0.061% (n = 360,000);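 active means GFP/RFP ratio change of at least 30% with cell ATP level not reduced by more than half and red fluorescence within 50% of control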; further: strong numbers were not always called active
#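 Assay system – RFP-PRO-GFP reporter HT1080 cells · Compound dosing – single dose of 20 µM compound, 1% DMSO final · Incubation – overnight compound exposure at 37 °C · Measure – GFP/RFP fluorescence ratio · Benchmarks – DMSO wells and RFP-L50D-GFP cells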
# NadD block: blocks S. aureus nicotinate mononucleotide adenylyltransferase; purified NadD enzyme, colorimetric absorbance read-out; inhibition, % at 20 µM; actives 0.78% (n = 360,000); AID 602399; in the data active means inhibition above about 26%; further: some compounds past the cut are filed as inactive
# SKN-1 inh: C. elegans SKN-1 inhibition | C. elegans VP596 Pgst-4::GFP/RFP ratio, acrylamide-induced, 24 h | AID 624304 | actives 0.49% (n = 360,000) | inhibition, % at 21.8 µM;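 active means interference check ratio from 0.5 to 1.5 plus GFP to RFP signal ratio inhibition reaching or exceeding a fixed threshold, cut at about 30% in these data, passing the limit was not always enough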; further: some compounds called inactive have numbers as strong as hits
# Rin1 Abl inh: human Rin1-Abl interaction inhibition; TR-FRET Rin1/Abl binding, biochemical; actives 0.4% (n = 360,000); AID 588664; P00519+Q13671; inhibition, % at 7.35 µM; in the data active means inhibition above about 5%, passing the limit was not always enough
# Target sequence (P00519 whole entry, looked up): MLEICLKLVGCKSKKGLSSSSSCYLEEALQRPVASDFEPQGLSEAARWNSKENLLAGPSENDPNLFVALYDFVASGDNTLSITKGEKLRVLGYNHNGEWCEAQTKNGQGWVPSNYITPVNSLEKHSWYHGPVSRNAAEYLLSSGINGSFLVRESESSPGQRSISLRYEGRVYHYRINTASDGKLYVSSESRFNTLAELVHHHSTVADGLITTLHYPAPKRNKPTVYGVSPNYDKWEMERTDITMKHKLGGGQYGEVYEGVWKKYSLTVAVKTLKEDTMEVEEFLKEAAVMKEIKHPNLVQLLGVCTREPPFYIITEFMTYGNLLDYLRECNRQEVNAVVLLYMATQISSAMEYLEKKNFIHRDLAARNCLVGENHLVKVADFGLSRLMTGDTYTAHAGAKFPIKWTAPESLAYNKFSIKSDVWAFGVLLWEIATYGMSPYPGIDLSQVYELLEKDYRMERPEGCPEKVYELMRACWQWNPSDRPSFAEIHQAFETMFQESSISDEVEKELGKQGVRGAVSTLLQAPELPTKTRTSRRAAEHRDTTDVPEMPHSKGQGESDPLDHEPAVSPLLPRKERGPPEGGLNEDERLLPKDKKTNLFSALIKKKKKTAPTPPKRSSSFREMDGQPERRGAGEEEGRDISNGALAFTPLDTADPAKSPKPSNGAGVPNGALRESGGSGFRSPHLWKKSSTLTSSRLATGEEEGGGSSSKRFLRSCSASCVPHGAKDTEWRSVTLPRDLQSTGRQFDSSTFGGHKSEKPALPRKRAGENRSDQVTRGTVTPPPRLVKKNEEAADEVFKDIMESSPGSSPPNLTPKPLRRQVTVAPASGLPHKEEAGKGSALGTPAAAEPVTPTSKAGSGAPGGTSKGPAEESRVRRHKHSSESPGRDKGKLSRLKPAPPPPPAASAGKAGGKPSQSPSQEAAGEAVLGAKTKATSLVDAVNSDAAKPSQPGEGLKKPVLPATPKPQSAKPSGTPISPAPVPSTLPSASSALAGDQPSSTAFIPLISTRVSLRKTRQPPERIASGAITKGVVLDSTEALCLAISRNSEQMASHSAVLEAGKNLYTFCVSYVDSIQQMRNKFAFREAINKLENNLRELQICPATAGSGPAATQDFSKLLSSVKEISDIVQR
# Target sequence (Q13671 whole entry, looked up): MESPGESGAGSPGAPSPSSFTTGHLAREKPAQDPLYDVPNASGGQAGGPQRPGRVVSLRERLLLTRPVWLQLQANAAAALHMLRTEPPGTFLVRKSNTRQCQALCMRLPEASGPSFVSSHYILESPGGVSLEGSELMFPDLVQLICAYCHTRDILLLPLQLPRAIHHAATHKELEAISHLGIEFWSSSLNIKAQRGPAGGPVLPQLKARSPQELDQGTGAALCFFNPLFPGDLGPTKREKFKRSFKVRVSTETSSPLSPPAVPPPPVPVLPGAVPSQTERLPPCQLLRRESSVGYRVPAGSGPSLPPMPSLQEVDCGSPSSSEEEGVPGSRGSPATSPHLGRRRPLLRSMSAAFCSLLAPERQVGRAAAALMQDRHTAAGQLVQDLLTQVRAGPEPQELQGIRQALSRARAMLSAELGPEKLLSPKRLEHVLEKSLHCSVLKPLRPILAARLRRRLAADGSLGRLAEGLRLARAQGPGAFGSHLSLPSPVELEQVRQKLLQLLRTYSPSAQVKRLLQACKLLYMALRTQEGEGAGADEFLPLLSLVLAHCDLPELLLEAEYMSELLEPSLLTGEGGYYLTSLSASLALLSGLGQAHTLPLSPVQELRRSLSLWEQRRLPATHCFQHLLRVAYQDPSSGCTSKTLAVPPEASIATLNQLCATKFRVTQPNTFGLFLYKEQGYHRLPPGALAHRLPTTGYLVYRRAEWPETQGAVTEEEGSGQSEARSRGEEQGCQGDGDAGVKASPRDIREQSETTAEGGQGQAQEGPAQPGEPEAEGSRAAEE
# CSN inh: CSN deneddylation inhibition; AID 651999; actives 0.38% (n = 360,000); Purified CSN, SCF-Nedd8-OG deneddylation, fluorescence polarization; inhibition, % at 12.5 µM;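 active means pattern-corrected inhibition above about 35%, with an unprinted fluorescence ratio check between 0.5 and 1.5, limit read from the data, passing the limit was not always enough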;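 further: 0% = enzyme with substrate and 100% = substrate without enzyme; some results filed as inactive read as strong as hits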
#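 Assay system: purified human Csn5 enzyme expressed in HEK293T cells; Input: 0.24 nM Csn5 enzyme, final concentration; Reagent: 10 nM SCFSkp2-Nedd8OG; Compound dosing: 12.5 µM single point; Times: reaction 90 min, room temperature; Technique: fluorescence polarization readout.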
# Neddylation inh: blocks human cullin neddylation. P61081+Q13564. calls only at 25 µM. AID 651699. actives 0.58% (n = 360,000). TR-FRET cullin neddylation, biochemical; in the data active means inhibition above about 36%
# * = called active by the depositor; i = inactive; x = no result given; + = active, no number.
SMILES,FAS-TE inh,Rpn11 inh,PABP1 MLLE inh,MT1-MMP act inh,NadD block,SKN-1 inh,Rin1 Abl inh,CSN inh,Neddylation inh
Cc1cc(SCC(=O)NC(=O)NCc2ccco2)nc2c(C)cccc12,16,i,14,-4,1,3,-1,9,i
CCOC(=O)c1cn(Cc2ccccc2)c2cc(C)nn2c1=O,-6,i,-8,2,-1,4,1,0,x
COc1ccc(-c2csc(N3C(=O)CNC3=S)n2)cc1,-5,i,10,5,0,-1,0,-10,i
CCCCN(Cc1ccccc1)S(=O)(=O)c1ccc2[nH]c(=O)oc2c1,-5,i,-9,7,-1,5,0,8,i
COc1ccc(NC(=O)CN(C)C(=O)CSc2ccc(Br)cc2)cc1,3,i,12,-3,5,11,-1,-4,i
COc1ccc(OCC(O)CNC(=O)c2ccc(OC)cc2)cc1 (centres undefined),-10,i,1,-2,0,9,3,1,i
COc1ccccc1NC(=O)C(=O)Nc1ccc2c(c1)N(C(=O)C1CC1)CCC2,3,i,-10,-3,-4,-22,-1,3,i
COc1ccc(CNC(=O)C2CC(c3cc(C(F)(F)F)cc(C(F)(F)F)c3)=NO2)cc1 (centres undefined),11,i,4,-1,-4,12,2,0,i
COc1ccc(/C(N)=N/OC(=O)Cc2cccs2)cc1OC,-1,i,-7,-3,-3,-6,-2,1,i
O=C(NCC(c1ccco1)N1CCN(c2ccccc2F)CC1)c1ccc2c(c1)OCO2 (centres undefined),9,i,9,0,-4,-4,1,-1,i
CC(C)(C)C(=O)Nc1nnc(CSCc2ccccc2F)s1,2,i,10,-5,1,-4,2,0,i
O=C(Nc1cnn(Cc2ccccc2)c1)c1cc2nc(-c3ccco3)cc(C(F)(F)F)n2n1,8,i,-9,-2,3,-13,-2,4,i
NC(=O)Cn1nnc(-c2ccc(NC(=O)c3ccc(F)cc3)cc2)n1,-5,i,2,1,8,12,-1,2,i
CCCNC(=O)C1(C)CCCN(Cc2cccn2C)C1 (centres undefined),-5,i,-1,1,-3,14,4,1,i
COc1ccc(Nc2ncc3c(n2)CC(c2ccccc2)CC3=O)cc1 (centres undefined),3,i,0,-5,9,-9,-7,-5,i
CC(=O)c1cccc(CN2CCC(CO)(CCOc3ccccc3)CC2)c1,-4,i,5,-2,-1,30,0,-3,i
CCc1c(C)sc(NC(=O)c2ccccc2[N+](=O)[O-])c1C(N)=O,-5,i,14,3,-1,4,-2,3,i
Cc1nn(-c2ccccc2)c(C)c1/C=N/NC(=O)c1cccs1,-2,i,11,7,-1,5,2,2,i
COC(=O)[C@]12CCCCC=C1N(Cc1ccc(Cl)cc1Cl)C(=O)[C@H](CC(=O)NCC13CC4CC(CC(C4)C1)C3)C2,40,x,x,-31,28,8,x,-1,i
COc1ccc(CNC(=O)CN(Cc2ccc(Cl)cc2)S(C)(=O)=O)cc1,0,i,8,-2,-3,0,1,-1,i
Cc1cc(C)c(S(=O)(=O)N2CCN(C(=O)c3ccc4c(c3)OCO4)CC2)c(C)c1,8,i,-3,-3,-2,13,3,-5,i
COc1ccc(OC)c(N2C(=O)C(Cl)=C(N3CCCCC3)C2=O)c1,-1,i,28,-2,-7,19,1,-2,i
Cc1ccc2oc(-c3cccc(NC(=O)C4CCCO4)c3)nc2c1 (centres undefined),3,i,-14,4,-3,1,2,-4,x
COc1ccc(/C=C(/NC(=O)c2ccccc2)C(=O)N/N=C/c2ccncc2)c(OC)c1,-5,i,-11,1,7,-7,-3,-2,i
O=C1NC(=Nc2ccccc2)c2ccc([N+](=O)[O-])cc21,2,i,-6,-1,-2,8,-2,-11,i
Cc1ccc(C)c(NC(=O)CCN2CCN(C)CC2)c1,-3,i,11,-3,-3,15,1,-7,i
Nc1n[nH]c(S(=O)(=O)CCCc2ccccc2)n1,-18,i,-25,2,0,8,-1,3,i
CCC(OC(=O)c1nsc(Cl)c1Cl)C(=O)NCc1ccco1 (centres undefined),-3,i,2,-1,-3,-23,6,0,i
CCc1nc2c(OCC(N)=O)cccn2c1N(C)C(=O)c1ccc(OC)cc1,-9,i,10,1,0,11,-2,-3,i
Cc1cccc(-n2cc(-c3ccc([N+](=O)[O-])cc3)[nH]c2=S)c1,-9,i,-24,15,4,-9,-1,0,i

# One compound at a time, as listed above.
# Results for Cc1ccc2oc(-c3cccc(NC(=O)C4CCCO4)c3)nc2c1 (centres undefined) → FAS-TE inh = 3; Rpn11 inh = i; PABP1 MLLE inh = -14; MT1-MMP act inh = 4; NadD block = -3; SKN-1 inh = 1; Rin1 Abl inh = 2; CSN inh = -4; Neddylation inh = x
# Results for CCc1nc2c(OCC(N)=O)cccn2c1N(C)C(=O)c1ccc(OC)cc1 → FAS-TE inh = -9; Rpn11 inh = i; PABP1 MLLE inh = 10; MT1-MMP act inh = 1; NadD block = 0; SKN-1 inh = 11; Rin1 Abl inh = -2; CSN inh = -3; Neddylation inh = i
# Results for Cc1ccc(C)c(NC(=O)CCN2CCN(C)CC2)c1 → FAS-TE inh = -3; Rpn11 inh = i; PABP1 MLLE inh = 11; MT1-MMP act inh = -3; NadD block = -3; SKN-1 inh = 15; Rin1 Abl inh = 1; CSN inh = -7; Neddylation inh = i

# (next part)
SMILES,FAS-TE inh,Rpn11 inh,PABP1 MLLE inh,MT1-MMP act inh,NadD block,SKN-1 inh,Rin1 Abl inh,CSN inh,Neddylation inh
COc1ccc(C(=O)COc2ccc(F)cc2)c(O)c1,8,i,-2,3,-6,3,-5,-3,i
Cc1ccc(CC(=O)Nc2cccc([N+](=O)[O-])c2)cc1,44,i,4,3,-8,7,-3,-1,i
O=c1nc(-c2ccccc2)cc(-c2ccccc2)[nH]1,-4,i,1,4,-5,5,-3,0,i
CC(C)[C@H](NS(=O)(=O)c1ccc(Cl)cc1)C(=O)OCC(=O)c1c(N)n(C)c(=O)n(C)c1=O,0,i,6,1,-3,-6,-3,5,i
COc1ccc(OC)c(NC(=O)CN2C(=O)C3(OCCCO3)c3ccccc32)c1,-5,i,-3,4,-1,13,1,0,i
O=Cc1ccc(N2CCCC2)c([N+](=O)[O-])c1,-4,i,11,4,-2,6,-5,1,i
COc1ccnc(Oc2ccc(F)cc2)c1C(=O)N/C=N/OCc1ccc(F)cc1Cl,24,i,7,4,-11,10,6,0,i
Cc1ccc(NC(=O)c2ccccc2-c2ccccc2C(=O)O)cc1,-9,i,-7,1,-1,5,-1,-1,i
COc1cccc(NC(=O)CNS(=O)(=O)c2ccc3nc(C)sc3c2)c1,-5,i,5,4,-1,-3,6,-7,i
Cc1cccc(N(Cc2ccccc2)C(=O)c2ccc(C)c(S(=O)(=O)N3CCOCC3)c2)c1,23,i,-9,-3,-1,9,1,0,i
O=C(Cn1cc([N+](=O)[O-])cn1)NCc1ccc(-n2cccn2)cc1,13,i,6,-2,-3,-11,0,-5,i
CCOC(=O)C1=C(c2ccccc2)NC(SCC(=O)Nc2ccc(C)cc2)=C(C#N)C1c1ccco1 (centres undefined),31,i,8,-28,14,8,-3,2,i
CN(C1CCCCC1)S(=O)(=O)c1ccc(=S)[nH]c1,-8,i,58*,1,0,16,0,0,i
CCCCN(C=O)c1c(CC)nc2ccc(C(=O)N3CCN(c4ccccc4)CC3)cn12,-2,i,8,9,3,2,-1,2,i
COc1ccc(N(C)S(=O)(=O)c2cccc(C(=O)OC(C)C(=O)NC3CCCCC3C)c2)cc1 (centres undefined),17,i,10,0,-9,-2,5,-6,i
COc1cc(OC)c(-c2nn3c(C4CCCCC4)nnc3s2)cc1OC,3,i,22,4,-5,20,-5,6,x
CCN(CC)c1ccc(S(=O)(=O)N2CCOCC2)cc1NC(=O)COC(=O)/C=C/c1ccc(O)c(OC)c1,16,i,7,-3,4,3,-5,-7,+
CC1=C(C)C(=O)C(CCCCC#CCCCC#CCO)=C(C)C1=O,28,i,10,3,2,2,1,13,i
COc1ccccc1OC(C)C(=O)Nc1ccc2c(c1)OCCO2 (centres undefined),-3,i,-5,-3,4,6,6,-2,i
O=C(O)c1[nH]c2ccccc2c1C(c1cc(Br)ccc1O)c1c(C(=O)O)[nH]c2ccccc12,25,i,5,-4,12,-16,-1,-1,i
O=C(N/N=C/c1cccs1)c1ccc2ccccc2c1,0,i,1,-4,-2,25,1,1,i
CCN1CCC(=NNC(=O)CC23CC4CC(CC(C4)C2)C3)CC1,-5,i,9,3,2,0,0,4,i
O=C(Nc1cccc2ncccc12)c1ccco1,-3,i,-33,0,-3,-7,3,4,i
CC1(c2nnc(-c3cccc(Cl)c3)o2)CC(c2ccc(C#N)cc2)=NO1 (centres undefined),4,i,-5,-5,-2,-10,4,0,i
O=C(/C=C/c1ccccc1)Nc1nc(-c2ccncc2)cs1,6,i,7,0,4,-9,-6,3,i
CC(C)NC(=O)NNC(=O)Cn1nnc(-c2cccc(Cl)c2Cl)n1,-7,i,-4,1,1,18,-4,2,i
CCOC(=O)Nc1ccc2c(c1)N(C(=O)CN1CCN(C)CC1)c1ccccc1CC2,-6,i,7,-7,4,10,4,0,i
COc1ccccc1NS(=O)(=O)c1ccc(/C=C/C(=O)O)cc1,-2,i,15,1,-7,1,-2,-3,i
Cc1ccc(C2(C(F)(F)F)NC(=O)N3CCN=C3S2)cc1 (centres undefined),-8,i,-3,8,3,20,-3,-3,i
Cc1cc(Br)cnc1NC(=S)Nc1ccc(F)cc1F,8,i,29,1,5,-16,2,4,i
Cc1nn(C)c(C)c1/C=N/NC(=O)C(C)(C)Oc1ccc(Cl)cc1,-3,i,-3,-10,-7,12,2,4,i
CCN(CC)c1ccc(NC(=O)COC(=O)C2CCN(c3ccc(C(F)(F)F)cn3)CC2)cc1,32,i,3,2,-1,16,-3,-5,i
Cc1cc(C)nc(NC(=O)NS(=O)(=O)Nc2ccc(Br)cn2)n1,-5,i,1,10,-1,-2,1,4,i
Nn1c(SCC(=O)N2CCCc3ccccc32)nncc1=O,-1,i,7,-8,-6,-3,2,-5,i
CC(C)c1nc2sc3c(SCC(=O)NCc4ccco4)ncnc3c2c2c1CCC2,8,i,4,0,46*,-6,-14,46*,i
Cc1ccc(CN(c2ccc(C(=O)NCc3ccccn3)cc2)S(C)(=O)=O)cc1,0,i,1,2,-4,-3,2,-5,i
O=C(OCc1nc2ccc(Cl)cc2n1CCO)c1ccccc1C(=O)c1ccccc1,3,i,-7,1,-1,20,3,5,i
COc1ccc2c(c1)-c1ccccc1S(=O)(=O)N(C)C2,-7,i,-1,3,-5,5,0,-1,i
O=C1NC(=S)S/C1=C/c1ccc(OC(=O)c2ccco2)cc1,12,x,-20,-12,17,6,0,41*,i
COC(=O)Cc1[nH]nc2c1C(c1cc(OC)c(OC)c(OC)c1)C(C#N)=C(N)O2 (centres undefined),-3,i,-8,0,-6,-8,-4,0,i
O=C(CCc1ccc(S(=O)(=O)N2CCCCC2)cc1)c1nnc(-c2ccccc2)o1,24,i,-17,0,-3,4,2,2,i
COc1ccc(C2=NOC(Cn3nc(C(=O)NCc4cccc(C(F)(F)F)c4)cc3-c3ccccc3)C2)cc1 (centres undefined),24,i,2,8,0,7,1,2,i
Nc1ccc2c(C(F)(F)F)cc(=O)oc2c1,-11,i,11,-4,-5,7,0,4,i
Cc1cc(NC(=O)Cn2nc(-c3ccccc3F)ccc2=O)ccc1-n1cnnn1,2,i,8,2,3,5,0,6,i

# 2 entries drawn at random from those above, as already listed:
SMILES,FAS-TE inh,Rpn11 inh,PABP1 MLLE inh,MT1-MMP act inh,NadD block,SKN-1 inh,Rin1 Abl inh,CSN inh,Neddylation inh
O=c1nc(-c2ccccc2)cc(-c2ccccc2)[nH]1,-4,i,1,4,-5,5,-3,0,i
COc1ccc(CNC(=O)CN(Cc2ccc(Cl)cc2)S(C)(=O)=O)cc1,0,i,8,-2,-3,0,1,-1,i
